Myeloid diff 2: compounds promoting myeloid differentiation; ER-HoxA9 myeloid progenitors, lysozyme-GFP differentiation, flow cytometry; calls only at 10 µM; AID 624256; 360,000 compounds, 1% hits;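 active = normalized GFP-positive differentiation at or above the plate's own cutoff, the solvent-only control mean plus 3 SD; inconclusive = no clear call, values can overlap the other calls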;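 note: cells exposed to compound for four days before flow analysis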
Siah-1 displacement: Siah-1 peptide-binding antagonists, primary screen, biochemical, fluorescence polarization, rhodamine-plectin, uHTS (AID 1817) | 290,000 compounds, 0.02% hits | displacement, % at 20 µM; hits with a dose series show IC50 in µM | Siah-1 / rhodamine-plectin peptide fluorescence polarization; higher % means a stronger effect;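 active = displacement of at least 50% at 20 µM, with a fluorescence ratio check between 0.3 and a set limit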;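 note: plate controls were Siah plus tracer with DMSO for no effect and tracer alone without Siah for full effect; strong numbers were not always called active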
GPR35 arrestin U2OS: inhibition of zaprinast-stimulated GPR35 beta-arrestin translocation – imaging, U2OS, beta-arrestin-GFP, zaprinast agonist, primary screen (AID 2058); U2OS GPR35 beta-arrestin-GFP translocation imaging, zaprinast antagonism; higher % means a stronger effect; 290,000 compounds, 0.052% hits; inhibition, % at 10 µM; hits with a dose series show IC50 in µM;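 active = inhibition of at least 50% with at least 30 cells and total cytoplasm GFP at most 10,000,000; inconclusive = under 30 cells or total GFP of 10,000,000 plus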
GPR55 antagonists: inhibition of LPI-stimulated GPR55 beta-arrestin translocation – imaging, U2OS, beta-arrestin-GFP, LPI agonist, primary screen (AID 2013) | U2OS GPR55 beta-arrestin-GFP translocation imaging, LPI antagonism; higher % means a stronger effect | inhibition, % at 10 µM; hits with a dose series show IC50 in µM | 290,000 compounds, 0.13% hits;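 active = spots per cell inhibited over 60%, with over 100 cells counted and total cytoplasm intensity under 500,000; inconclusive = wells with under 100 cells, flagged as likely toxic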;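 note: U2OS cells stably carrying GPR55 and arrestin-GFP stimulated by 5 µM LPI near EC80; imaged beta-arrestin-GFP aggregate spots per cell after agonist stimulation; plate controls were LPI-stimulated DMSO wells for no effect and DMSO wells without LPI for full effect; some results filed as inactive read as strong as hits; confirmed hits need IC50 under 10 µM and bright autofluorescent wells are also inconclusive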
Salmonella PhoP GFP: PhoP-dependent GFP reporter repression – Salmonella Typhimurium, primary screen (AID 1863); S. Typhimurium PhoP-regulated promoter GFP reporter, 4 h; higher % means a stronger effect; inhibition, % at 50 µM, or IC50 in µM where a hit was titrated; 300,000 compounds, 0.16% hits;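 active = inhibition over 29.93%, a cutoff 3 SD above the screen mean, later confirmed by dose response; inconclusive = inhibition over 29.93% but no dose response follow-up; inactive = inhibition at most 29.93% or unconfirmed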;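 note: 0% = low Mg2+ inducing control and 100% = high Mg2+ repressing control; strong numbers were not always called active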
HIV fusion peptide: cell-free HIV fusion peptide-binding blockers – biochemical, uHTS, fluorescence dequenching, primary screen (AID 1986) | cell-free peptide binding, fluorescence dequenching, 30 min; higher % means a stronger effect | inhibition, % at 20 µM, or IC50 in µM where a hit was titrated | 290,000 compounds, 0.3% hits; in the data active = inhibition mostly above about 52%, no sharp cut-off; inactive = mostly below about 76%; note: some results filed as inactive read as strong as hits
NTR1 agonist: agonists of NTR1, primary screen, imaging, U2OS cells, beta-arrestin-GFP, high content (AID 493036). NTR1-U2OS beta-arrestin-GFP spot imaging, agonist mode. activation, % at 20 µM. 330,000 compounds, 0.17% hits;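 active = activation at or above 40% of the spot to cytoplasm intensity ratio, with at least 20 cells analyzed; inconclusive = wells under 20 cells, flagged as cytotoxic or low count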;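 note: 0% = DMSO without peptide and 100% = 100 nM NTR1 peptide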
Target sequence (P30989 whole entry, looked up): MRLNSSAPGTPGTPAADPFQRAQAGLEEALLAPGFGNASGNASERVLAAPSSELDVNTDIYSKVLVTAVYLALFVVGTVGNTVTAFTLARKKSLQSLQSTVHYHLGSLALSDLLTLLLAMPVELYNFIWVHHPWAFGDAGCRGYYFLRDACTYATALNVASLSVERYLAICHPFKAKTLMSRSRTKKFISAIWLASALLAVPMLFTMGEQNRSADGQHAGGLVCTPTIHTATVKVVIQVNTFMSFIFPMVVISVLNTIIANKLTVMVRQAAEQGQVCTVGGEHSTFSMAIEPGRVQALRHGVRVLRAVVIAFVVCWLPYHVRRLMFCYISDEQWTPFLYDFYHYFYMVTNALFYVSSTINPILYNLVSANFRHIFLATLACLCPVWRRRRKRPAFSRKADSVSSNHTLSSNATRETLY
LYP inhibition: inhibitors of LYP phosphatase, biochemical, fluorescence intensity, uHTS (AID 1779); recombinant LYP phosphatase, fluorescence intensity; higher % means a stronger effect; 290,000 compounds, 0.054% hits; inhibition, % at 11.5 µM; hits with a dose series show IC50 in µM; in the data active = inhibition above about 50%;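 note: plate controls were vehicle with enzyme for no effect and no enzyme for full effect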
MgcRacGAP inhibition: MgcRacGAP GTPase-activating activity inhibitors, confirmation, biochemical, ADP Hunter fluorescence; 340,000 compounds, 0.6% hits; MgcRacGAP-stimulated Rac1 GTP hydrolysis, ADP Hunter fluorescence; higher % means a stronger effect; GST-tagged Rac1 F28L mutant substrate; inhibition, % at 30 µM; hits with a dose series show IC50 in µM; AID 624330;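 active = first-screen hits whose inhibition reached a set limit at any dose in the follow-up dose series; inconclusive = inhibition above the set first-screen limit but never retested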;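 note: fluorescence reports GDP produced by GAP-driven GTP hydrolysis; strong numbers were not always called active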
NTR1 agonist cell count 20 µM: also measured in NTR1 agonist; calls as there; cell count; measured here: cell count, cytotoxicity flag
Myeloid diff 2 GFP+ MAC1+ %: further read-out of Myeloid diff 2, marked with its call; GFP+ MAC1+ double positive, %; measured here: differentiation confirmed by MAC1 staining
The depositor's hits bear a star; i = inactive; ? = inconclusive; . = no result given.

SMILES	Myeloid diff 2	Myeloid diff 2 GFP+ MAC1+ %	Siah-1 displacement	GPR35 arrestin U2OS	GPR55 antagonists	Salmonella PhoP GFP	HIV fusion peptide	NTR1 agonist	NTR1 agonist cell count 20 µM	LYP inhibition	MgcRacGAP inhibition
Cn1c(O)c(N=NC(=N)N)c2ccccc21	i	0.6	0.4%	-1.9%	10.5%	-7.0%	-0.8%	0.1	57	2.1%	-0.8%
CCOc1ccc(C=NC23CN4CN(CN(C4)C2)C3)cc1	i	1.2	-2.3%	-12.5%	12.6%	-12.7%	-1.1%	-0.3	80	-5.3%	-4.0%
Clc1ccccc1OCCn1nnc2ccccc21	i	0.3	-0.8%	17.7%	12.0%	1.0%	-2.0%	-1.0	74	-12.1%	5.1%
COc1ccccc1CC(=O)Nc1ccc(F)cc1F	i	0.1	-4.3%	-5.6%	-16.4%	4.0%	-0.7%	3.8	51	-4.8%	-3.3%
COc1ccc(CCNS(=O)(=O)c2ccc(S(=O)(=O)N3CCCC3)cc2)cc1OC	i	4.6	1.1%	7.3%	1.9%	-9.2%	0.0%	-0.4	56	-8.4%	0.1%
O=C(COC(=O)c1ccc([N+](=O)[O-])o1)Nc1cccc(S(=O)(=O)N2CCOCC2)c1	i	1.2	3.8%	-6.1%	-11.2%	0.6%	-1.5%	-2.3	72	-8.3%	4.7%
CCN1C(=O)/C(=C/N(C(C)=O)c2ccccc2)N(c2ccccc2)C1=S	i	0.6	1.5%	3.4%	13.2%	0.8%	-2.2%	41.8*	46*	0.8%	13.7%
CCC(C(=O)O)n1c2ccccc2c2cn[nH]c(=O)c21 (centres undefined)	i	0.4	7.3%	-11.1%	10.6%	-5.8%	14.4%	0.1	77	-4.4%	6.4%
O=C(Nc1ccccc1)c1cccc(S(=O)(=O)NCc2ccco2)c1	i	1.0	-5.6%	10.4%	.	1.0%	0.7%	2.7	88	-11.4%	2.2%
Cc1ccc(OC(=O)C(F)(F)F)c2c1NCCC2	i	6.1	2.0%	-2.5%	16.2%	10.4%	-2.0%	0.5	48	-0.9%	22.1%
COc1ccc(OC)c(CN2CCC(Cc3ccccc3)CC2)c1	i	1.2	5.0%	-2.2%	29.7%	-6.0%	0.2%	-0.4	70	-2.9%	?
CCOc1ccc(-c2c(C(=O)N/N=C/c3ccc(C)cc3)nnn2-c2nonc2N)cc1	i	0.7	4.7%	0.9%	4.0%	-8.4%	6.0%	7.2	51	0.1%	2.4%
COc1ccc(CN(CC2CCCO2)C(=O)CN2C(=O)COc3ccccc32)cc1OC (centres undefined)	i	0.2	-4.8%	8.3%	3.4%	2.4%	0.0%	-1.2	82	-6.6%	7.2%
COc1ccc(-c2csc(/C(C#N)=C(\O)CSc3nccn3C)n2)cc1OC	i	1.1	-4.1%	16.0%	2.6%	-10.2%	3.3%	0.1	46	-4.8%	18.7%
CCCCn1c(N)c(N(CC(C)C)C(=O)CN(C)S(=O)(=O)c2ccc(F)cc2)c(=O)[nH]c1=O	i	0.7	.	.	.	13.2%	.	-0.2	34	.	0.7%
Clc1ccc2c(c1)C(N1CCNCC1)Cc1ccccc1S2 (centres undefined)	i	0.4	6.8%	-1.7%	53.8%	3.6%	0.8%	11.6	27	-6.8%	10.7%
CCOC(=O)C(CCCOc1ccc(C(C)CC)cc1)C(=O)OCC (centres undefined)	i	2.4	-0.3%	2.8%	8.5%	3.8%	-0.5%	0.2	63	-10.0%	10.7%
CCCc1cc(CNC(=O)C2CCC(=O)N(Cc3ccccc3F)C2)on1 (centres undefined)	i	1.4	3.1%	-2.7%	13.6%	-7.1%	2.9%	0.5	62	-4.8%	5.5%
CCCC[n+]1c(-c2ccc(Cl)cc2Cl)csc1Nc1ccccc1	i	0.0	8.4%	1.6%	14.3%	-4.9%	4.0%	2.1	41	0.0%	12.8%
Cc1ccc(NC(=O)c2ccc(CSc3ncnc4nc[nH]c34)cc2)c(C)c1	i	0.7	1.7%	-0.8%	-3.3%	-3.8%	-1.0%	0.9	40	-3.3%	0.1%
Cn1c(Cc2cccs2)nnc1SCc1nc2ccccc2[nH]1	i	0.6	-5.8%	-0.4%	-0.5%	4.9%	2.1%	0.1	39	-4.4%	1.9%
CC1(C(=O)O)CCC(C(=O)N2CCOCC2)C1(C)C (centres undefined)	i	1.1	-3.6%	-1.9%	-6.4%	1.8%	-1.4%	8.8	51	-5.1%	-0.8%
CSc1nc2c(c(=O)n1-c1ccc(F)cc1)SCC2	i	0.6	10.4%	-9.7%	-2.1%	4.8%	-1.1%	3.5	66	-5.4%	13.1%
O=C(Nc1ccc(C2CC2(Cl)Cl)cc1)c1ccccc1Br (centres undefined)	i	0.3	-2.4%	5.4%	-10.5%	-6.0%	2.1%	3.1	67	-1.6%	1.5%
Cc1ccc(Cc2c(C)nc3nc(SCC(=O)NCCCN4CCOCC4)nn3c2C)cc1	i	1.2	0.9%	10.3%	3.9%	7.7%	-0.1%	-1.2	62	1.1%	4.7%

(list continues)
SMILES	Myeloid diff 2	Myeloid diff 2 GFP+ MAC1+ %	Siah-1 displacement	GPR35 arrestin U2OS	GPR55 antagonists	Salmonella PhoP GFP	HIV fusion peptide	NTR1 agonist	NTR1 agonist cell count 20 µM	LYP inhibition	MgcRacGAP inhibition
COc1cccc(/C=N/NC(=O)C(=O)Nc2ccccc2OC(F)(F)C(F)F)c1	i	0.7	3.8%	-5.5%	-1.0%	6.3%	2.7%	7.5	53	-3.4%	4.1%
COc1ccccc1COC(=O)Nc1c(C)nn(C)c1Cl	i	1.2	-2.0%	8.6%	0.5%	1.6%	1.5%	-2.6	91	-4.6%	9.4%
CCn1cc(/C=N\NC(=O)c2ccc3c(c2)c(C)c(C)n3Cc2ccccc2)c(C)n1	i	0.8	0.0%	-0.4%	2.2%	0.0%	3.8%	2.9	76	0.1%	8.9%
N/C(=N\OC(=O)CCCOc1ccccc1)c1cccc(Br)c1	.	.	-3.5%	5.2%	-1.0%	0.3%	1.6%	0.2	46	3.4%	-4.8%
O=C(Cc1ccc(S(=O)(=O)N2CCOCC2)s1)Nc1ccc(N2CCOCC2)cc1	i	0.4	-6.9%	9.0%	15.8%	3.1%	-1.3%	-0.2	28	-1.9%	6.2%
COc1ccc(CNC(=O)CCNS(=O)(=O)c2ccc(Cl)cc2)cc1	i	0.5	-1.1%	-6.1%	17.5%	5.3%	-0.7%	0.3	32	-8.5%	6.5%
N#Cc1c(-c2ccco2)nc(SCC(=O)Nc2ccc(S(N)(=O)=O)cc2)[nH]c1=O	.	.	-3.2%	8.3%	-10.0%	5.8%	1.6%	2.1	60	-4.9%	.
O/N=C\c1cccn1-c1ccc(Br)cc1	i	1.0	-1.6%	-15.1%	-1.5%	11.7%	-0.8%	0.5	59	-7.9%	-0.4%
COc1cc2nc(=S)n3[nH]c(CCn4c(C)nc5ccccc54)nc3c2cc1OC	i	1.5	-1.8%	1.3%	1.8%	-4.2%	3.8%	1.1	88	-2.7%	10.1%
O=C(CN1C(=O)c2ccccc2C1=O)NCc1ccc(N2CCOCC2)cc1	i	1.1	8.4%	4.2%	4.8%	-4.2%	-0.4%	0.4	25	-10.8%	0.5%
Cc1ccc(NC(=O)C2CCN(S(=O)(=O)c3cnc[nH]3)CC2)cc1C	i	1.4	-3.4%	-3.7%	10.0%	-1.6%	-1.2%	2.1	64	-3.0%	10.5%
O=C1C(NS(=O)(=O)c2cccs2)=C(N2CCN(c3ccccc3)CC2)C(=O)c2ccccc21	i	0.8	-1.4%	-4.6%	9.2%	1.7%	2.2%	4.5	41	0.0%	7.3%
Cn1c(CCc2ccccc2)nnc1SCC(=O)N1CCOCC1	i	0.5	2.5%	10.2%	-4.2%	2.5%	2.5%	0.8	81	-6.0%	6.1%
C=CC[n+]1cccc(-c2cc3ccc(C)cc3[nH]2)c1	i	1.8	-3.0%	7.0%	4.4%	-2.2%	-0.9%	1.4	92	-1.0%	20.0%
COc1cc(OC)cc(C(=O)NC2CCN(Cc3nnnn3Cc3cccs3)CC2)c1	i	0.7	-3.5%	-2.4%	3.4%	-4.1%	-0.1%	-0.7	65	-3.1%	5.4%
c1ccc(Cn2nnnc2C(c2ccccn2)N2CCOCC2)cc1 (centres undefined)	i	10.1	-3.5%	20.6%	29.3%	1.8%	3.2%	-0.3	49	-10.9%	-2.2%
O=C(COC(=O)c1cc(S(=O)(=O)N2CCCCC2)ccc1N1CCOCC1)NC1CCCCC1	i	1.1	4.8%	-6.0%	1.4%	-2.4%	0.8%	2.7	65	-8.4%	5.9%
Cn1cnc2c(cnn2-c2ccccc2)c1=O	i	0.4	1.2%	-3.9%	5.9%	-1.7%	-1.6%	2.0	39	-6.9%	2.7%
CC(=O)n1cc(/C=N/NC(N)=S)c2ccccc21	i	0.6	3.5%	-18.1%	-9.6%	6.6%	0.5%	-1.0	101	4.4%	18.5%
COc1ccccc1CCN1CCCC(CN(C)CC(C)(C)CO)C1 (centres undefined)	i	0.1	10.0%	-1.5%	-5.5%	-5.0%	0.1%	1.3	55	-4.9%	-10.5%
CCC(=O)N(Cc1cc2ccccc2[nH]c1=O)c1ccc(OC)cc1	i	0.2	-0.8%	6.0%	7.9%	-3.0%	-0.5%	0.3	43	-3.5%	3.0%
COc1ccccc1N(CC(=O)NCCSC(C)(C)C)S(C)(=O)=O	i	1.6	4.5%	-3.5%	1.7%	-7.6%	5.5%	-0.4	57	-3.1%	5.2%
Cc1ccc(-c2c(C#N)c(N)n(-c3ccccc3)c(=O)c2C#N)cc1	i	0.9	0.4%	-3.7%	-4.9%	-6.0%	-0.6%	0.9	67	0.8%	4.8%
CC(C)(C)C(=O)NCCCNc1ccc([N+](=O)[O-])cc1	i	0.5	-0.1%	-3.9%	2.6%	5.0%	0.0%	-0.7	54	-6.3%	8.2%
COc1ccc2ccccc2c1C1CC(=O)N2CN(C)CSC2=C1C#N (centres undefined)	i	1.2	2.2%	5.2%	1.1%	-5.6%	0.3%	1.6	59	-4.1%	29.0%

Only NTR1 agonist and LYP inhibition (2 entries from above):
structure	NTR1 agonist	LYP inhibition
COc1ccc(CN(CC2CCCO2)C(=O)CN2C(=O)COc3ccccc32)cc1OC (centres undefined)	-1.2	-6.6%
Clc1ccc2c(c1)C(N1CCNCC1)Cc1ccccc1S2 (centres undefined)	11.6	-6.8%

High-throughput results from PubChem BioAssay.
